tim23-1 inh = inhibits growth of tim23-1 mutant yeast; inhibition, % at 20 µM; AID 463212; S. cerevisiae tim23-1 growth, BacTiter-Glo luminescence, 24 h; actives 1.3% (n = 330,000);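 active = growth inhibition of the mutant yeast at or above 50%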;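 also: temperature-sensitive mutant grown at 25 °C; plate controls were DMSO-treated mutant yeast for no effect and medium wells lacking yeast for full effect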
TIM10 inh = inhibits growth of TIM10 yeast strain; S. cerevisiae TIM10 strain growth, BacTiter-Glo luminescence, 24 h; inhibition, % at 10 µM; actives 1.4% (n = 330,000); AID 463195;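 active = inhibition of 40% or more at the single tested concentration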;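 also: wild-type TIM10 isogenic control strain grown at permissive 25 °C; 0% = DMSO yeast wells and 100% = minimal medium wells without yeast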
UPR XBP1 act = activators of adaptive arm of unfolded protein response (XBP1); AID 463104; activation, % at 20 µM; CHO-XBP1 luciferase reporter, IRE1-XBP1 UPR activation, luminescence; percent of tunicamycin response, DMSO as zero; actives 0.33% (n = 330,000);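 active = versus positive control, 20 µM dose yields 30% or more activation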;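 also: 100% = tunicamycin at 10 µg/mL and 0% = DMSO only wells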
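Material: CHO-XBP1 cells stably carrying IRE1-XBP1-driven luciferase reporter | Medium: F12 with 10% serum | Compound dosing: 20 µM single concentration, DMSO 1% | Incubation: Overnight seeding at 37 °C, 6 h compound treatment at 37 °C | Detection: Steady-Glo luminescence read | Read-out basis: % activation of reporter signal versus tunicamycin and DMSO controls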
tim10-1 inh = growth inhibitors of tim10-1 mutant yeast. AID 463190. S. cerevisiae tim10-1 ts strain growth, BacTiter-Glo, 24 h. actives 2.2% (n = 330,000). inhibition, % at 20 µM;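 active = inhibition of at least 40%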;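 also: mutant grown at 25 °C; 0% = DMSO wells with yeast and 100% = wells holding no yeast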
Jurkat NFkB inh = inhibitors of the PMA/ionomycin-induced NF-kB reporter in Jurkat cells; PMA/ionomycin-induced NF-kB luciferase reporter, luminescence; inhibition, % at 4 µM; actives 0.53% (n = 330,000); AID 435003; in the data active = inhibition above about 50%
Mdm2 MdmX PPI = human Mdm2/MdmX binding inhibition; O15151+Q00987; SaOS-2 split-luciferase Mdm2/MdmX complementation, luminescence; inhibition, % at 8 µM; actives 3% (n = 330,000);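 active = inhibition of at least 50% at 8 µM in the primary screen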
Target sequence (O15151 whole entry, looked up): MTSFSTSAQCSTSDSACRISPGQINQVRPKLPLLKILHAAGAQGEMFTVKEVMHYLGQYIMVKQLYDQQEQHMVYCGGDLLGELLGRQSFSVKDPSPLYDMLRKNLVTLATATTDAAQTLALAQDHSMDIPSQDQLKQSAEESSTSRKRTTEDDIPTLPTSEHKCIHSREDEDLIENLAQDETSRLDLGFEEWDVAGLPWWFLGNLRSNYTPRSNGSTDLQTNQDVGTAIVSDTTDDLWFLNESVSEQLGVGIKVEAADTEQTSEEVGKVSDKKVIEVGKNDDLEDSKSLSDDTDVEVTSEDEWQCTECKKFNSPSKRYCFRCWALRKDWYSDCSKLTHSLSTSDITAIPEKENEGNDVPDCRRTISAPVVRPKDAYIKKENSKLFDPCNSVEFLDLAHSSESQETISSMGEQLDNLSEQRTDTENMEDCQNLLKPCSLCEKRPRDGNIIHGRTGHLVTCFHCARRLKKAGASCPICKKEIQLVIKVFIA
Target sequence (Q00987 whole entry, looked up): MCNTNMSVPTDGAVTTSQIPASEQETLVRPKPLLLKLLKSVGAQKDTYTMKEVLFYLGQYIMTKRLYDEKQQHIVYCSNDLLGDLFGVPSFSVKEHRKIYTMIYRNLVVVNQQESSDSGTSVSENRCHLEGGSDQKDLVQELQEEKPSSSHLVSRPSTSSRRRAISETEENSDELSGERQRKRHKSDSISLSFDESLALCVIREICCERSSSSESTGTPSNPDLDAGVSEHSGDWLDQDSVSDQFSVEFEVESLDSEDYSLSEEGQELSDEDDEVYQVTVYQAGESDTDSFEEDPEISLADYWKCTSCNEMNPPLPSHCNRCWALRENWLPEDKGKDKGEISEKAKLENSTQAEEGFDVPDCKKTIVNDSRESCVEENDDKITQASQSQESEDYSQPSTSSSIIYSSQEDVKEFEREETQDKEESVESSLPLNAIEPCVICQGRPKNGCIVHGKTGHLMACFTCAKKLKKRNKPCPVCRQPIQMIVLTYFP
697 NFkB inh = inhibitors of the PMA/ionomycin-induced NF-kB reporter in 697 B cells; inhibition, % at 4 µM; actives 0.33% (n = 330,000); 697 B-cell NF-kB luciferase reporter, 16 h; in the data active = inhibition above about 35%
UPR CHOP act = activators of apoptotic arm of unfolded protein response (CHOP) | AID 449763 | CHO-CHOP luciferase reporter, UPR activation, luminescence; percent of tunicamycin response over DMSO baseline | activation, % at 10 µM | actives 0.34% (n = 330,000);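 active = at 10 µM dose, activation of 40% or more, normalized to positive control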;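 also: 100% = tunicamycin at 10 µg/mL and 0% = DMSO alone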
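Dosing – one dose, 10 µM in 0.5% DMSO · System – CHO-CHOP cells, stable luciferase reporter of PERK-eIF2a-CHOP signalling · Input – 500 cells/well · Control set – tunicamycin 10 µg/mL final as positive, DMSO-only wells as negative · Timing – 6 h compound treatment, 37 °C · Measure – % activation vs tunicamycin · Technique – luminescence read with Steady-Glo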
* marks the source's active call; other numbers are inactive results. Rows are unselected. About 6.6% of those tested had a hit in this group.

The line under a structure holds: tim23-1 inh	TIM10 inh	UPR XBP1 act	tim10-1 inh	Jurkat NFkB inh	Mdm2 MdmX PPI	697 NFkB inh	UPR CHOP act
CN(Cc1ccc(OC(F)F)cc1)C(=O)c1ccc2c(=O)n3c(nc2c1)CCC3
 : 20.0	14.4	-0.6	10.7	9.1	39.2	6.2	-0.1
CCCOc1ccc(/C(O)=C2/C(=O)C(=O)N(CCCOC)C2c2cccnc2)cc1 (stereo not drawn)
 : -8.3	-11.1	-6.1	-8.8	8.9	-17.7	-4.3	-0.6
Cc1cc(-c2ccc(Cl)cc2)oc(=O)c1NC(=O)c1ccccc1
 : 4.6	-18.9	-3.1	-18.1	3.8	11.1	-10.3	2.4
CC(C)N(Cc1nc(-c2ccc(Cl)cc2)no1)C(=O)C(c1ccccc1)c1ccccc1
 : 16.7	9.5	-1.5	21.6	12.1	26.5	21.9	3.8
COc1ccc(NC2CCCN(C(=O)CCc3cccc(Cl)c3)C2)cc1 (stereo not drawn)
 : 19.1	6.6	-4.8	17.9	3.9	-3.2	-22.8	1.9
Cc1cccc(C)c1NC(=O)CSc1ncnc2nc[nH]c12
 : -12.0	-0.7	-2.9	-8.7	9.5	-2.3	14.4	-3.0
CN(C)S(=O)(=O)c1cccc(NC(=O)c2cc(-c3cccs3)nn2-c2cccc(Cl)c2)c1
 : 3.8	0.0	-2.5	3.4	26.8	50.5*	5.7	1.0
CCc1nc2ccccc2c(=O)n1/N=C/c1ccc(OC)cc1
 : 11.1	13.8	5.6	9.8	3.9	-17.4	-16.0	-0.8
COc1ccccc1N1CCN(C(=O)C2CCN(S(=O)(=O)c3ccc4c(c3)CC(C)N4C(=O)C3CC3)CC2)CC1 (stereo not drawn)
 : 16.5	-0.8	-0.1	19.8	2.3	39.3	-15.5	0.8
Cc1cc(-n2nc(C)cc2C)nc(NS(=O)(=O)c2ccccc2)n1
 : 13.2	-5.5	3.7	17.9	-12.3	2.1	-32.3	-4.7
COc1cc(C(=O)Nc2ccc(OCC(=O)N3CCOCC3)cc2C)cc(OC)c1OC
 : 4.3	-16.9	-0.4	8.8	-14.3	-5.1	2.8	2.0
CC(=O)Nc1nn(C)c2nc(C)cc(C)c12
 : -4.4	13.5	-3.1	2.9	12.2	8.5	4.9	-1.1
O=C(CNC(=O)c1cccc(F)c1)NC1CC1
 : -2.2	-3.2	-2.9	-8.0	-4.5	21.8	16.1	0.5
O=C(NCCCN1CCOCC1)c1onc(CSc2nc3ccccc3[nH]2)c1C(=O)NCCCN1CCOCC1
 : 13.7	0.2	-2.2	-4.0	-2.7	-4.4	-31.7	1.8
Cc1ccc(C(=O)N[C@H](C(=O)OCc2cc(=O)n3c(n2)sc2ccccc23)C(C)C)cc1
 : 6.5	9.6	0.5	2.1	-23.1	11.7	10.4	-0.7
O=S(=O)(NCC(c1ccc2c(c1)OCO2)N1CCOCC1)c1ccccc1 (stereo not drawn)
 : 9.2	-3.6	1.2	-1.2	-9.5	11.4	10.4	0.5
O=C(O)c1cccc(CN2C(=O)c3ccccc3C2=O)c1
 : 0.9	15.0	0.0	-4.8	6.9	-8.3	7.4	0.5
CC(=O)[C@H]1[C@H](CCc2ccccc2)NC(=O)N(Cc2ccccc2)[C@@H]1C
 : 23.8	9.5	2.1	16.2	25.7	-4.3	-1.6	-1.3
CC(C)(C)OC(=O)NCCCC[C@H](NC(=O)c1[nH]cnc1C(=O)Nc1ccc(CNC(=O)OC(C)(C)C)cc1)C(=O)OC(C)(C)C
 : 4.1	13.1	7.2	3.3	38.9	87.3*	20.8	11.2
COc1ccc2oc(C(F)(F)C(F)F)cc(=O)c2c1
 : 0.4	-18.2	-0.1	-20.1	0.5	18.2	12.8	-1.4
CCOC(=O)CCC(=O)Nc1ccc(S(=O)(=O)N2CCC(C)CC2)cc1
 : 13.8	25.6	0.1	29.8	6.4	12.3	13.2	-1.1
O=C(NC1CCCCC1)C(c1ccccc1)N(Cc1ccc2c(c1)OCO2)C(=O)c1cnsn1 (stereo not drawn)
 : -3.6	10.7	1.8	35.9	6.3	15.3	17.0	0.1
Cc1cccc(N(CC(=O)NC(C)C)C(=O)CCC(=O)Nc2ccccn2)c1
 : 4.5	3.5	-2.6	-4.9	7.8	-8.3	-0.4	2.2
Cc1ccc(CN2CC34C=CC(O3)C(C(=O)NCc3ccco3)C4C2=O)cc1 (stereo not drawn)
 : 29.5	-7.0	-0.3	13.8	-6.4	3.1	-48.6	1.5
O=C(NCCC1=CCCCC1)C1CCN(S(=O)(=O)c2cnc[nH]2)CC1
 : 6.6	-7.8	0.8	2.0	0.2	2.8	6.1	0.2
C/C(CC(=O)Nc1ccc(Cl)cc1C(F)(F)F)=N\NC(=O)c1cccs1
 : 12.9	4.6	-1.7	15.9	-12.8	5.3	-10.5	1.7
c1ccc(-n2nnc(-c3nccs3)n2)cc1
 : 19.6	-6.6	0.0	1.4	-99.4	-106.9	-115.6	-1.1
COc1cc(C)c(N(C(C)=O)c2ccccc2)c(C)c1
 : 22.1	17.3	-0.8	25.7	13.2	16.8	-2.1	2.2
CCOC(=O)c1c(-c2ccccc2)oc2ccc(O)c(CN3CCCC3)c12
 : 25.5	23.9	4.7	38.7	-2.1	45.0	-21.0	-0.6
CC(=O)CC(C)(C)S(=O)(=O)c1ccc(Oc2ccc(S(=O)(=O)C(C)(C)CC(C)=O)cc2)cc1
 : 9.2	-8.5	-5.4	8.9	-17.4	19.7	-2.1	-4.4
CSc1ccccc1NC(=O)CN1CC(C)OC(C)C1 (stereo not drawn)
 : 1.4	6.6	-0.3	12.2	-6.9	12.8	-0.3	0.3
COc1ccc(C(=O)NC2CC2)cc1OC1CCN(Cc2ccccc2F)CC1
 : 1.2	5.4	-1.6	6.0	3.7	12.0	2.8	1.6
Cc1[nH]nc(-c2ccc(OCc3cnn(-c4ccccc4)c3)c(C)c2O)c1Oc1ccccc1
 : -6.8	4.4	29.9	-9.6	3.7	55.8*	8.6	-0.5
COc1cc(C(=O)N2CCN(C(=O)c3cccc4ccccc34)CC2)cc(OC)c1OC
 : -25.0	-1.6	-3.7	-6.7	3.1	26.8	17.5	-0.7
CC(C)(C)C1CCc2onc(C(=O)Nc3ccc(F)cc3F)c2C1 (stereo not drawn)
 : 41.2	15.4	-1.8	41.3*	-16.6	17.0	9.8	0.4
O=C(c1cc([N+](=O)[O-])cc([N+](=O)[O-])c1)N1CCN(Cc2ccc3c(c2)OCO3)CC1
 : 24.0	24.7	3.1	25.0	5.9	-17.4	-26.8	0.4
Cn1nc(C(F)(F)F)c(-c2ccccc2)c1NC(=O)CCC(=O)O
 : -9.3	-3.0	-3.2	-4.9	4.3	9.2	-7.3	0.3
CCc1ccc(CNC(=O)C2CCC(=O)N(CCc3ccc(Cl)cc3)C2)nc1 (stereo not drawn)
 : -0.6	-0.5	-4.2	8.6	5.0	12.9	-9.7	1.2
CC(C)c1ccccc1NC(=O)c1cccnc1
 : -5.4	-2.0	0.2	9.6	0.3	2.3	5.8	-0.6
Cc1nn2c(-c3ccccc3)nnc2c2ccccc12
 : 35.4	32.0	5.6	27.2	-16.6	-2.1	-40.1	3.9

Exported as labelled records: entries from further up
> Cc1cccc(N(CC(=O)NC(C)C)C(=O)CCC(=O)Nc2ccccn2)c1
  tim23-1 inh: 4.5	TIM10 inh: 3.5	UPR XBP1 act: -2.6	tim10-1 inh: -4.9	Jurkat NFkB inh: 7.8	Mdm2 MdmX PPI: -8.3	697 NFkB inh: -0.4	UPR CHOP act: 2.2
> Cc1nn2c(-c3ccccc3)nnc2c2ccccc12
  tim23-1 inh: 35.4	TIM10 inh: 32.0	UPR XBP1 act: 5.6	tim10-1 inh: 27.2	Jurkat NFkB inh: -16.6	Mdm2 MdmX PPI: -2.1	697 NFkB inh: -40.1	UPR CHOP act: 3.9

Further entries follow:
The line under a structure holds: tim23-1 inh	TIM10 inh	UPR XBP1 act	tim10-1 inh	Jurkat NFkB inh	Mdm2 MdmX PPI	697 NFkB inh	UPR CHOP act
CC1CCN(C(=O)CN2C(=O)COc3ccc(Cl)cc32)CC1
 : 5.5	-19.4	-1.9	-6.6	-1.7	10.9	13.3	0.7
O=C(NNC(=O)c1cc(-c2ccncc2)nc2ccccc12)c1cccc(Cl)c1
 : -8.5	1.5	-4.1	3.0	6.1	11.2	26.6	-0.3
COc1cc(CNC2CCCCC2)c(Br)cc1OC1CCCC1
 : 21.2	2.3	-2.1	24.4	-8.3	22.4	5.7	-2.2
O=C(/C=C/c1cccc(C(F)(F)F)c1)N1CCN(c2ccccn2)CC1
 : 37.6	30.0	13.8	36.9	7.1	30.9	18.2	2.6
Cc1sc2nc(CSCC(=O)N3CC(C)OC(C)C3)[nH]c(=O)c2c1C (stereo not drawn)
 : -38.6	-0.4	-1.4	-14.7	1.9	4.3	1.6	6.1
O=C(NC1CCS(=O)(=O)C1)c1cccc(Cl)c1 (stereo not drawn)
 : -4.5	-2.4	-1.0	1.4	8.7	15.4	17.0	0.9
CCOC(=O)CCSc1nc(C(C)(C)C)cc(C(F)(F)F)c1C#N
 : 12.8	20.0	1.4	25.0	-4.2	-0.1	-51.7	0.2
COc1cccc(CN2CCN(Cc3cc4ccccc4o3)CC2CCO)c1 (stereo not drawn)
 : 25.2	-0.1	2.3	6.1	0.0	1.3	-1.9	-1.3
COc1ccc(/C(C)=N/NS(=O)(=O)c2cc(C)ccc2C)c(OC)c1
 : 26.3	2.9	-4.7	15.0	-9.5	-4.9	3.9	-0.1
COc1ccc(CCC(C)N2CCc3ccccc3C2)cc1 (stereo not drawn)
 : -5.8	-6.5	-5.8	-17.9	-3.8	-0.2	-3.5	0.8
CCOc1cc(S(=O)(=O)NCC2OCCc3ccccc32)c(OCC)cc1-n1cnnn1 (stereo not drawn)
 : -0.3	5.8	-1.9	7.7	2.6	-2.7	10.0	2.2
CCCCCN(C(=O)CCC(=O)OCc1cccc(C)c1)c1c(N)n(CCCC)c(=O)[nH]c1=O
 : -7.5	9.8	-0.7	3.6	14.8	5.1	5.1	1.3
Cc1cc(C(F)F)n2nc(C(=O)Nc3ccc(S(=O)(=O)N4CCCC4)cc3)nc2n1
 : 10.7	0.6	2.3	6.0	-2.8	10.8	18.8	-1.0
COc1ccc(NS(=O)(=O)c2cc(OCC(N)=O)c(C)cc2Cl)cc1
 : -3.2	-11.2	-1.2	-7.9	9.9	9.5	5.4	-1.0
Cn1cnc2cc(NCc3ccccc3O)ccc21
 : -5.7	-3.8	-3.1	-5.6	-25.7	13.7	-9.8	3.0
Cc1cc(C)cc(Oc2ccc(S(=O)(=O)N3CCN(C)CC3)cn2)c1
 : -10.5	-3.4	-0.7	-16.9	12.1	11.4	11.9	-1.4
COc1cccc(OCCOc2ccccc2[N+](=O)[O-])c1
 : 28.9	-2.9	0.6	23.1	-59.1	-27.0	-51.4	14.3
Cc1cc(N(C)C)ccc1[N+](=O)[O-]
 : 3.5	5.3	-0.2	-10.4	8.3	4.0	-7.8	1.6
C=CCC[C@@H](Cc1ccc(F)cc1)C(=O)OC[C@@H](NC(=O)[C@@H](CC=C)CC(=O)N[C@H](CO)Cc1ccccc1)C(C)(C)C
 : 12.2	11.3	3.8	7.3	-2.2	35.6	-1.4	4.5
COC(=O)CNC(=O)c1cccc(F)c1
 : -1.8	-4.6	-4.4	-21.0	-10.2	8.2	-13.6	-0.6
Cc1ccc(C(=O)N(C)CC(=O)Nc2cccc(C)c2C)o1
 : 5.6	-19.0	-3.9	5.4	-0.2	6.5	0.3	-0.9
COC(=O)C1=C(N)Oc2cc(C)n(Cc3cccnc3)c(=O)c2C1c1ccccc1OC (stereo not drawn)
 : 11.3	-5.9	2.5	26.4	-0.4	11.0	-0.6	-2.0

Bioassay records deposited in PubChem by Sanford-Burnham Center for Chemical Genomics.
